PfM18AAP inh: PfM18AAP enzyme inhibition | inhibition, % at 7.35 µM | 1.2% of 290,000 active | recombinant PfM18AAP, H-Glu-NHMec fluorogenic cleavage | AID 1822;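 active = inhibition above the campaign mean inhibition over all tested compounds plus 3 SD, cut at about 28% in these data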;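 note: 0% = plate median of test compound wells and 100% = 2 mM ZnCl2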
IDE cell activ: activators of human insulin-degrading enzyme in cells; P14735; HEK cells, FAbeta-B cleavage, fluorescence polarization; 0% vehicle, 100% cell-free pure enzyme wells; activation, % at 5.96 µM; 0.073% of 340,000 active;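 active = activation above the mean of all tested compounds plus 3 SD, set per screening campaign, cut at about 17% in these data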
IMP-1 inh: inhibitors of Pseudomonas aeruginosa IMP-1 metallo-beta-lactamase. purified IMP-1, nitrocefin hydrolysis, epi-absorbance fluorescence. inhibition, % at 5.6 µM. 0.45% of 290,000 active. AID 1556;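 active = inhibition above the mean plus 3 SD of all compounds in the same screening run, cut at about 4.5% in these data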;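 note: 0% = IMP-1 with DMSO and 100% = DMSO wells lacking enzyme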
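System: purified recombinant IMP-1 beta-lactamase. Medium: Zinc- and detergent-supplemented HEPES buffer, pH 7.1. Compound: one 5.6 µM dose […]. Schedule: 15 min preincubation plus 25 min reaction at 25 °C. Technique: Epi-absorbance fluorescence, 480 nm excitation, 530 nm emission.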
VIM-2 inhibitor: inhibitors of Pseudomonas aeruginosa VIM-2 metallo-beta-lactamase; purified VIM-2, nitrocefin hydrolysis, epi-absorbance fluorescence; inhibition, % at 5.6 µM; 0.89% of 290,000 active;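 active = inhibition above the mean of all tested compounds plus 3 SD, cutoff set per screening run, cut at about 7.5% in these data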;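 note: red hydrolysis product quenches plate fluorescence so inhibitors raise well fluorescence; 0% = enzyme with DMSO and 100% = DMSO without enzyme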
NALP1 yeast inh: inhibitors of NALP1 inflammasome in yeast. 0.61% of 280,000 active. S. cerevisiae NALP1/ASC/caspase-1 growth, X-gal OD620, 72 h. inhibition, % at 10 µM; in the data active = inhibition mostly above about 24%, no sharp cut-off; inactive = mostly below about 32%; note: some compounds called inactive have numbers as strong as hits
GPR7 antag: blocks human GPR7 receptor signaling | GPR7-expressing cells, fluorescence antagonist assay | inhibition, % at 4.4 µM | 1.1% of 290,000 active | AID 1861; in the data active = inhibition above about 16%, passing the limit was not always enough;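 note: cells stimulated with the agonist NPW; 0% = agonist with vehicle and 100% = vehicle without agonist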
Target sequence (P48145 whole entry, looked up): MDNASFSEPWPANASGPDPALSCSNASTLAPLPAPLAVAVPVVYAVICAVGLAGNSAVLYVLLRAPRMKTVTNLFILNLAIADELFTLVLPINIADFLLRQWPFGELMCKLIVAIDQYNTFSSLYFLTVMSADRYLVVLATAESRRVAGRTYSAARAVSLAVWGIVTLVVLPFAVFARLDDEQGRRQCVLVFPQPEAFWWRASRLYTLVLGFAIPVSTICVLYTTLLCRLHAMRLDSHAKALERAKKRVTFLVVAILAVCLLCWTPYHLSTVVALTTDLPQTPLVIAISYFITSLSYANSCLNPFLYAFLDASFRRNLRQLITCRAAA
pCIP destab: compounds decreasing mouse p/CIP protein stability. decrease of EGFP signal, % at 10 µM. 0.01% of 290,000 active. Q05BA5. F442A p/CIP-EGFP cells, EGFP fluorescence, 16 h;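 active = EGFP signal decrease of at least 30% at 10 µM or well 3 SD below plate mean, unless failing retest; inactive = the rest, including hits failing retest or dose response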; note: some compounds called inactive have numbers as strong as hits; many of its hits are not listed in these tables
IDE inh: cellular human IDE inhibition. HEK cells, FAbetaB cleavage, fluorescence polarization. 0.41% of 320,000 active. inhibition, % at 5.59 µM. P14735;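 active = percent inhibition above the average of all tested compounds plus 3 SD, set per screening campaign, cut at about 16% in these data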;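 note: IDE supplied by intact live HEK cells; FP after avidin binding of uncleaved biotin substrate so inhibition keeps polarization high; 0% = DMSO wells and 100% = 60 µM reference IDE inhibitor Ii1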
PHOSPHO1 block: PHOSPHO1 (human) inhibition | AID 1565 | 1.1% of 290,000 active | inhibition, % at 13.3 µM | recombinant PHOSPHO1, absorbance phosphatase assay; in the data active = inhibition above about 60%
Target sequence (Q8TCT1 whole entry, looked up): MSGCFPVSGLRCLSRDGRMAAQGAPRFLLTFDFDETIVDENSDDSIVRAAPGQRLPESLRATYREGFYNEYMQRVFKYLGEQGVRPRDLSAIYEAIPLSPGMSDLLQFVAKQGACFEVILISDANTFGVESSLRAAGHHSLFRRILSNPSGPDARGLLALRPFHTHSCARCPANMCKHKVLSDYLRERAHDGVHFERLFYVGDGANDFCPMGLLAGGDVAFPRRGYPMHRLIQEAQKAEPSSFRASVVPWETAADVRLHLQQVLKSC
* hit, by the source's call; . = not tested or not shown; & = joins results of further samples.

SMILES	PfM18AAP inh	IDE cell activ	IMP-1 inh	VIM-2 inhibitor	NALP1 yeast inh	GPR7 antag	pCIP destab	IDE inh	PHOSPHO1 block
CCCCC(=O)Nc1ccc(C(=O)NCc2ccncc2)cc1	-7	2	-2.1	0.0	9	-11	-1	3	-7
COCCOC1CCN(C(=O)C2CCC(=O)N(Cc3cccc(F)c3)C2)CC1 (centres undefined)	-1	3	-1.4	0.6	22	2	8	2	29
CCC(=O)Nc1nc(C)cc(SCC(=O)OC)n1	7	-2	-5.0	-2.6	0	-7	1	4	24
CCCOc1ccc(-c2nc(C#N)c(NCCCn3ccnc3)o2)cc1	-7	0	0.3	-0.3	10	10	-5	4	10
O=C(CCNC(=O)c1ccccc1Cl)NCCc1ccc(Cl)cc1	-7	-2	-2.1	-0.2	12	-4	1	2	11
C=CCNC(=O)CN1C(=O)C2C3c4ccccc4C(c4ccccc43)C2C1=O (centres undefined)	-10	3	-1.4	-0.5	13	-21	-3	-8	52
O=C(Nc1ccccc1)c1ccc2snnc2c1	8	6	-4.5	-5.7	5	0	4	-5	-47
C(=N\n1cnnc1)/c1ccc2ncccc2c1	0	0	-2.5	0.0	6	6	-7	1	-1
O=C(NCc1ccccc1)N1CCNCC1	0	2	-2.3	-1.1	-5	-23	-7	-3	-24
O=S(Cc1ccccc1)CC(O)(c1ccccc1)c1ccccc1 (centres undefined)	-13	0	1.3	0.0	5	9	-7	-1	-12
CCCCNC(=O)c1onc(CSc2cccc(Cl)c2)c1C(=O)O	5	2	-3.6	-4.0	-17	-15	-11	6	12
O=C(CN1CCN(Cc2ccccc2)CC1)Nc1ccccc1	-5	0	-0.6	-2.2	13	10	10	-1	.

Overlap with the part before: four compounds; new compounds follow.
SMILES	PfM18AAP inh	IDE cell activ	IMP-1 inh	VIM-2 inhibitor	NALP1 yeast inh	GPR7 antag	pCIP destab	IDE inh	PHOSPHO1 block
O=C(NCc1ccccc1)N1CCNCC1	0	2	-2.3	-1.1	-5	-23	-7	-3	-24
O=S(Cc1ccccc1)CC(O)(c1ccccc1)c1ccccc1 (centres undefined)	-13	0	1.3	0.0	5	9	-7	-1	-12
CCCCNC(=O)c1onc(CSc2cccc(Cl)c2)c1C(=O)O	5	2	-3.6	-4.0	-17	-15	-11	6	12
O=C(CN1CCN(Cc2ccccc2)CC1)Nc1ccccc1	-5	0	-0.6	-2.2	13	10	10	-1	.
Cc1ccccc1OCC(=O)Nc1sc2c(c1C#N)CC(C)(C)NC2(C)C	-6	-4	-1.7	-1.8	16	-7	-7	4	14
O=C(Nc1ccc2c(c1)OCO2)c1c(Cl)nc2sccn12	5	0	-2.9	-2.0	-14	-15	-9	0	1
COc1ccccc1N1CCN(C(=O)C2CCN(S(=O)(=O)c3ccc4c(c3)CC(C)N4C(=O)C3CC3)CC2)CC1 (centres undefined)	1	0	-1.2	-0.6	1	-7	-4	0	34
Cc1ccc(Cl)cc1NC1=C/C(=N\S(=O)(=O)c2cccs2)c2ccccc2C1=O	-4	3&5	-1.9	-3.7	5	-19	-17	0	14
COc1ccccc1C(=O)Nc1ccc(C(=O)O)cc1	12	2	0.6	-4.4	-17	0	-3	-2	-10
CN(Cc1ccccc1)C(=O)C1CCCN(c2ncnc3c2nc2n3CCCCC2)C1 (centres undefined)	-3	6	0.6	-0.1	5	9	7	-4	43
CCOc1cc(/C=N\Nc2nc(Nc3ccccc3)nc(N3CCOCC3)n2)ccc1OC(=O)c1ccco1	0	3	-3.3	-3.9	4	-5	-6	3	-12
OCCCNc1nc(-c2ccccc2)nc2c1oc1ccccc12	-6	3	-1.2	2.6	27	-7	3	0	28
CCn1ncc(CN2CCCC(C(=O)c3cccc(OC(C)C)c3)C2)c1C (centres undefined)	-5	4	-0.6	-0.8	-6	-10	6	-3	10
C/C(CC(C)C)=N/Nc1ccc([N+](=O)[O-])cc1[N+](=O)[O-]	6	2	-1.1	-0.9	-4	-6	-3	5	40
COc1ccc(NC(=O)c2cc(S(=O)(=O)N3CCc4ccccc43)cn2C)cc1OC	-4	3	-0.8	-1.6	14	2	-4	-2	39
Cc1cccc(C)c1NC(=O)CS(=O)CC(=O)NC1CCCc2ccccc21 (centres undefined)	0	0	-3.1	-3.1	13	-9	-6	-3	4
CC(C)(C)c1csc(NC(=O)Cc2cccs2)n1	6	-2	-2.2	-1.7	8	0	-8	2	43
C=CCn1c(C(c2ccccc2)c2ccccc2)n[nH]c1=S	17	-5	-2.5	-5.6	6	2	-21	-2	52
CC(=O)c1ccc(NC(=O)CS(=O)(=O)c2cn(CC(=O)N3CCOCC3)c3ccccc23)cc1	-6	6	-3.5	-2.6	7	1	0	5	21
COc1ccc(CCNC(=O)CCn2c(=O)oc3ccccc32)cc1OC	-5	5	-3.2	0.5	.	-1	4	1	12
N#C/C(=C\C1=C(N2CCOCC2)C(=C\c2ccccc2)/CC1)C(=O)Nc1ccccc1F	-1	-3	0.3	-0.9	26	-5	-13	.	-10
O=C(Nc1ccc2c(c1)OCO2)c1ccc(N2CCCC2)c([N+](=O)[O-])c1	2	2	-3.7	-3.4	40	-1	3	4	6
O=C(Cn1c(=O)oc2ccccc21)Nc1ccc(Cl)cc1Cl	1	3	-2.9	-2.6	-4	7	-2	1	.
Cn1c(C(=O)N2CCCC(C(=O)NCCCc3ccccc3)C2)cc2sccc21 (centres undefined)	3	5	-3.8	-0.6	15	-7	-11	0	-3
O=C(Nc1nc2cc3c(cc2s1)OCO3)C1=COCCO1	-1	5	-3.5	-3.9	16	-2	-4	5	-6
CC(=O)c1cccc(N=C2C(=O)Nc3ccccc32)c1	2	-1	-1.6	-1.7	-15	33	5	1	16
COC(=O)c1ccccc1NC(=O)N1CCN(c2ccccc2)CC1	-8	3	-2.3	-1.8	12	-14	-18	6	45
Cc1cccc(/C=N\N=C\c2cccc(C)c2)c1	-11	8	2.3	0.5	29	-7	0	-4	24
Cc1nc(C(=O)NCCCO)cc2c1[nH]c1ccccc12	-1	-3	-1.7	-2.1	-12	-7	0	0	20
O=C(Nc1ccc(N2CCOCC2)nc1)c1ccc(F)cc1	3	0	-4.0	-0.8	.	-4	-3	0	-9
CC(C)C(c1nnnn1CCc1ccccc1)N1CCC(C(N)=O)CC1 (centres undefined)	-1	0	-3.4	-4.2	-3	-7	-9	2	-5
CC(C)(Oc1ccc(Cl)cc1)C(=O)Nc1ncccn1	-12	4	-0.8	-4.2	10	-3	2	-1	4
O=C(CO/N=C/c1ccc2c(c1)OCO2)Nc1cccc(Br)c1	-9	-1	-0.8	-2.5	.	0	-6	4	-15
O=C(COc1ccc(Br)cc1)NCc1cn2ccccc2n1	1	-6	-1.3	-1.1	.	-6	14	5	20
Cc1ccc(OCC(=O)NCCCNC(=O)COc2ccc(C)cc2)cc1	2	6	-0.9	-1.0	26	-4	0	.	.
Cc1c(CN2CCCCC2)c(O)n(CCO)c(=O)c1C#N	7	-5	1.2	0.8	9	7	-13	0	41
O=C(Cn1cnc2cc([N+](=O)[O-])ccc2c1=O)NC1CCS(=O)(=O)C1 (centres undefined)	0	4	-2.9	-3.4	12	-8	19	7	36
Cn1ccc(C(=O)OCC(=O)Nc2cccc(Cl)c2)n1	-3	5	-1.6	-1.4	29	6	0	6	-12
CC(=O)NC(CCS(C)(=O)=O)C(=O)Nc1cccc(C)c1C (centres undefined)	-1	1	0.2	-5.0	24	-1	2	0	-6
CCC(=O)Nc1nc2cc(OC)ccc2s1	-2	-4	-2.6	-1.4	11	1	7	4	15
O=[N+]([O-])c1ccc(COc2ccc(Br)cc2CN2CCOCC2)cc1	16	4	-3.1	-3.2	-1	8	-13	3	8
CCC(=O)NN1CCN(c2ccncc2S(=O)(=O)N2CCCCC2)CC1	3	0	-3.2	-0.8	-8	-12	-4	4	14
CN1C2=NCCN2C(=O)c2cc(Cl)ccc21	-14	-6	-1.9	2.7	10	-4	-3	15	42
O=C(NNC(=S)Nc1ccc(OC(F)F)cc1)c1cc2c(s1)CCCC2	-8	2	-1.4	-2.4	-1	1	-12	0	9
CCCC1=C(C(=O)OCC)C(c2ccncc2)n2ncnc2N1 (centres undefined)	1	6	-1.1	0.1	-6	-9	0	-2	12
C(#Cc1ccccc1)C[N+]1(CC#Cc2cccc3ccccc23)CCCC1	5	-1	-2.1	-3.4	35	14	-29	-2	-16
O=C(Nc1cccc(Cl)c1)Nc1ccccc1-n1ccnc1	5	-3	-3.0	-2.5	-2	2	5	-2	14
O=C(CSc1nc2[nH]ncc2c(=O)n1-c1ccccc1)N1CCCc2ccccc21	9	.	-2.4	0.3	-10	-5	-3	7	-5
COc1ccc(-c2cc(C(=O)NC3CCCC3)no2)cc1OC	-8	-7	-3.3	-0.7	-4	-2	3	1	21
O=c1[nH]c(CSc2ncnc3sccc23)nc2ccccc12	-14	-1	-1.9	-0.5	.	-8	-6	7	20
O=C(O)c1c(-c2ccccc2)c2oc3ccccc3c2[nH]c1=O	5	7	-0.1	0.2	8	-5	4	2	21
CCCCCOc1ccc(NC(=O)C(=O)NCCCn2ccnc2)cc1	1	3	-3.9	-5.1	20	-1	-4	2	3
CC(NC(=O)Cn1cc2c(n1)CCCCC2)c1ccccc1 (centres undefined)	-10	5	-3.4	-1.6	28	2	-4	5	-6
CCOc1ccccc1C(=O)NCCCCCC(=O)O	4	3	-0.9	-1.9	16	-1	-15	-2	15
Cc1ccc(/C=C/C(=O)Nc2cc(C)on2)cc1	0	-7	-0.2	0.6	9	5	-5	1	27
O=C(N/N=C/c1cc(Br)ccc1O)C(c1ccncc1)N1CCOCC1 (centres undefined)	8	5	-3.0	-2.7	20	-4	-18	3	-19
O=S(=O)(c1ccc(F)cc1F)N1CCCN(c2ccc(C(F)(F)F)cn2)CC1	8	.	-3.6	-3.8	1	-6	-11	5	33
Cc1cc(N2CCCCC2)nc2ccccc12	-13	7	-3.1	-2.1	11	0	6	-1	20
COc1cc2c(C(=O)N3CCN(c4cccc(Cl)c4)CC3)cn(CC(C)C)c(=O)c2cc1OC	-2	-1	-3.2	-2.1	15	-3	-17	1	2
CCOc1ccccc1OCCOc1ccc(F)cc1	-2	6	-1.9	-0.7	5	1	-7	-6	-5
O=C(/C=C/c1cccs1)NCc1ccccc1	5	1	-4.0	-1.6	37	-5	-1	5	5
CCc1ccccc1NC(=O)CN1C(=O)C2CCCN2c2ncc(Cl)cc21 (centres undefined)	-5	-4	-2.3	-1.7	.	38*	-6	8	15
Cc1cc(C)n(CCNC(=O)c2ccco2)n1	-4	6	-1.6	1.3	0	-16	3	-14	20
CC(C)c1c(C(=O)N/N=C/c2ccccc2OCc2c(F)cccc2Cl)nnn1-c1nonc1N	-2	2	0.2	-1.3	34	0	2	-2	22
Cc1ccc(S(=O)(=O)N2CCN(c3cc4c(cc3[N+](=O)[O-])n(C)c(=O)n4C)CC2)cc1	-8	0	0.4	2.0	.	-6	1	-3	15
O=C(NC(=S)Nc1ccc2ncccc2c1)c1ccccc1	12	0	-0.9	-0.1	1	-9	-18	-1	-56
Cc1cnc(C(=O)Nc2cccc3cccnc23)cn1	7	6	-3.7	-5.0	-6	-4	2	.	21

Assay outcomes: PubChem, several laboratories
